Bioassay records (PubChem BioAssay)
M17LAP inhibition: P. falciparum M17LAP inhibitors, primary screen, biochemical, fluorogenic H-Leu-NHMec substrate, 1536-well (AID 1619) | one-dose inhibition, % at 30 µM; IC50 in µM for titrated hits | recombinant M17LAP, H-Leu-NHMec fluorogenic kinetic assay; higher % means a stronger effect | 220,000 tested, 0.38% active;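 active = compound inhibiting the enzyme by more than half at any dose during confirmatory dose-response retesting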;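 also: plate controls were full reaction with DMSO carrier for no effect and no enzyme background for full effect; strong numbers were not always called active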
WT yeast gro inh: growth inhibition of WT yeast, mitochondrial fusion screen | mitochondrial fusion phenotypic screen, WT strain | inhibition, % at 10 µM | 190,000 tested, 2.1% active | AID 1362; in the data active = inhibition above about 58%; tested in S. cerevisiae
Autophagy mod: modulators of autophagy. MEF GFP-LC3 puncta imaging; test concentration mostly 10 µM. calls only at 10 µM (by protocol). 190,000 tested, 0.98% active;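 active = percentage of spot-positive cells more than 3 SD above its plate mean, without a fluorescence outlier flag or 80% toxicity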;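 also: spot-positive cell cutoff set from DMSO-treated cells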
MT stabilize HCS: microtubule stabilizers in HeLa cells; % tubulin-high responders, % at 10 µM; 200,000 tested, 0.83% active; HeLa tubulin immunostaining HCS, 24 h; share of cells brighter than vehicle mean+2SD; AID 2205;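 active = plate Z-score above 3 for both tubulin-high and condensed-nucleus cell shares, with cell loss under 80%, at 10 µM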;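 also: anti alpha tubulin signal scored within the nucleus-defined area of each cell; some results filed as inactive read as strong as hits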
Yfh1-depleted yeast: mitochondrial function rescue without frataxin homolog – Friedreich's ataxia, plus single-dose screen, dose response (AID 1465) | S. cerevisiae Yfh1-off respiration, WST-1 reduction, 72 h; higher fold induction means a stronger effect | fold induction at 50 µM, or EC50 in µM where a hit was titrated | 220,000 tested, 0.074% active;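 active = fold induction of absorbance versus untreated yeast above a set limit, then at least 30% activation at any dose in follow-up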;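 also: activators that raise dye reduction in frataxin-depleted yeast; strong numbers were not always called active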
T cell HTS: T cell immune modulators affecting CD8 T cell-vesicle binding | 330,000 tested, 0.068% active | AID 2052 | calls only at 7 µM | 2C CD8+ T cell-vesicle binding, flow cytometry; active compounds read low;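 active = response, share of CD8 T cells binding vesicles, and their 90th percentile fluorescence all below set limits, cut at about 80% in these data, passing the limit was not always enough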
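incubation = binding step 1.5 h, 37 °C, antibody labelling 20 min, ice | test system = 2C mouse CD8+ T cells | read-out basis = percent CD8+ FL2 mean versus row control | controls = Peptide-free naked vesicles (low) and QL9 vesicles with 0.7% DMSO vehicle (high) | detection = flow cytometry of vesicle-bound cells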
bCat nuc transl: alters nuclear translocation of beta-catenin in HeLa cells | immunofluorescence imaging | nuclear translocation activity, % at 5 µM | 190,000 tested, 0.3% active | AID 1665;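 active = nuclear translocation activity above 50% at 5 µM, with a well cell count of 50 or more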;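 also: per-cell ratio of nuclear to cytoplasmic median beta-catenin stain intensity; plate controls were DMSO negative control for no effect and GSK-3 inhibitor IX positive control for full effect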
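Assay system: human HeLa cells, native beta-catenin; doses: 5 µM primary, 0.02–20 µM confirmation; incubation: compound treatment 24 h, 37°C, 5% CO2; technique: fluorescence imaging of beta-catenin antibody stain plus DAPI; measure: % activation, nuclear-to-cytoplasmic median beta-catenin signal ratio per cell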
Dynein cargo inh: dynein cargo transport inhibition; z-score, hits read low; AID 1381; 220,000 tested, 0.47% active; 3617.4 mouse cells, GR-EGFP nuclear translocation imaging; test concentration mostly 20 µM; stimulated with dexamethasone, 1 µM; active compounds read low;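 active = plate z-score of nuclear minus cytoplasmic receptor signal below a set negative limit, without overly bright fluorescence or cell loss, cut at about -3.5 in these data, passing the limit was not always enough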;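 also: z-score of nuclear minus cytoplasmic ring GR-EGFP intensity difference per well; some compounds called inactive have numbers as strong as hits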
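Also added – dexamethasone, 1.0 µM final · Buffer or medium – tet-free, stripped-serum medium · Schedule – induction 48 h, compound 1 h, agonist 30 min · Detection – formaldehyde fixation, Hoechst nuclear stain, 10x automated fluorescence imaging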
P. falciparum M1AAP: P. falciparum M1AAP inhibitors, biochemical, fluorogenic H-Leu-NHMec substrate, 1536-well (AID 1445). inhibition, % at 30 µM, or IC50 in µM where a hit was titrated. 220,000 tested, 0.42% active. recombinant M1AAP, H-Leu-NHMec fluorogenic kinetic assay; higher % means a stronger effect;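 active = primary inhibition above the hit cutoff, then over 50% inhibition at one or more dose response concentrations, cut at about 23% in these data, passing the limit was not always enough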;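 also: plate controls were DMSO full reaction for no effect and no enzyme background for full effect; strong numbers were not always called active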
WT yeast gro inh mutant strain: also measured in WT yeast gro inh; calls as there; inhibition, %; mitochondrial fusion phenotypic screen, mutant strain inhibition
Dynein cargo inh cytoplasmic EGFP: second read-out of Dynein cargo inh, no call of its own (marks repeat the call); z-score; measured here: cytoplasmic GR-EGFP intensity; active compounds read high
Dynein cargo inh nuclear GR-EGFP: further read-out of Dynein cargo inh, marked with its call; z-score; measured here: nuclear GR-EGFP intensity;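 lower value marks the stronger effect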
Dynein cargo inh cell count: also measured in Dynein cargo inh; calls as there; z-score; measured here: cell count per field
bCat nuc transl cell count 5 µM: also measured in bCat nuc transl; calls as there; cell count; measured here: cell count, cytotoxicity flag
T cell HTS vesicle-bound %: further read-out of T cell HTS, marked with its call; double positive events, %; measured here: CD8+ vesicle-bound cell fraction;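 binding gate set so that unloaded-vesicle control wells show 10% double positive cells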
MT stabilize HCS Hoechst-high %: recorded beside MT stabilize HCS, whose call it bears; % Hoechst-high responders; measured here: nuclear condensation Hoechst responders;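 share of cells brighter than vehicle mean plus two SD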
MT stabilize HCS cytotoxicity %: also measured in MT stabilize HCS; calls as there; toxicity, %; measured here: cytotoxicity by cell density;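 0% = mean cell density of plate MIN control wells and 100% = no cells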
Autophagy mod cell loss 18 h: recorded beside Autophagy mod, whose call it bears; toxicity, %; measured here: cell loss, nuclei count;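 cell loss after 18 h compound exposure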
* hit, by the source's call. Hits appear at their usual frequency; any-hit rate near 4.4%.

`CCc1ccc(-n2c(=O)c3c(C)c(C(=O)N(C)C)sc3n(CC(=O)NCC3CCCO3)c2=O)cc1` (stereo unspecified) gave M17LAP inhibition 0%, WT yeast gro inh -8, Autophagy mod inactive, MT stabilize HCS 2.1, Yfh1-depleted yeast inactive, T cell HTS inactive, bCat nuc transl -2.6, Dynein cargo inh -0.52, P. falciparum M1AAP 3%, WT yeast gro inh mutant strain 1, Dynein cargo inh cytoplasmic EGFP -0.34, Dynein cargo inh nuclear GR-EGFP -0.24, Dynein cargo inh cell count 0.12, bCat nuc transl cell count 5 µM 1088, T cell HTS vesicle-bound % 26, MT stabilize HCS Hoechst-high % 2.5, MT stabilize HCS cytotoxicity % 1.5 and Autophagy mod cell loss 18 h -6.
Cc1c(O)c2cccnc2[nH]c1=O was read as M17LAP inhibition 12%, WT yeast gro inh -14, Autophagy mod inactive, MT stabilize HCS 2.1, Yfh1-depleted yeast inactive, T cell HTS inactive, bCat nuc transl 0.7, Dynein cargo inh 0.14, P. falciparum M1AAP 1%, WT yeast gro inh mutant strain -15, Dynein cargo inh cytoplasmic EGFP -0.025, Dynein cargo inh nuclear GR-EGFP -0.37, Dynein cargo inh cell count -0.15, bCat nuc transl cell count 5 µM 972, T cell HTS vesicle-bound % 38, MT stabilize HCS Hoechst-high % 3.6, MT stabilize HCS cytotoxicity % 9.1 and Autophagy mod cell loss 18 h -3.
`CCCCOc1ccc(C(O)C(CN2CCCCC2)c2ccccc2)cc1` (stereo unspecified) gave M17LAP inhibition 4%, WT yeast gro inh 11, Autophagy mod inactive, MT stabilize HCS 5.3, Yfh1-depleted yeast inactive, T cell HTS inactive, bCat nuc transl -1.3, Dynein cargo inh -0.3, P. falciparum M1AAP 1%, WT yeast gro inh mutant strain 26, Dynein cargo inh cytoplasmic EGFP -0.13, Dynein cargo inh nuclear GR-EGFP -0.16, Dynein cargo inh cell count 0.35, bCat nuc transl cell count 5 µM 1084, T cell HTS vesicle-bound % 38, MT stabilize HCS Hoechst-high % 3.1, MT stabilize HCS cytotoxicity % 5.5 and Autophagy mod cell loss 18 h 11.
Screening CCN(CC)CCn1c(=S)[nH]c2ccc(Br)cc2c1=O returned M17LAP inhibition 4%, WT yeast gro inh 9, Autophagy mod inactive, MT stabilize HCS 0.9, Yfh1-depleted yeast inactive, T cell HTS inactive, bCat nuc transl -1.0, Dynein cargo inh 2.8, P. falciparum M1AAP 13%, WT yeast gro inh mutant strain 22, Dynein cargo inh cytoplasmic EGFP -0.048, Dynein cargo inh nuclear GR-EGFP 1.6, Dynein cargo inh cell count -0.92, bCat nuc transl cell count 5 µM 1082, T cell HTS vesicle-bound % 62, MT stabilize HCS Hoechst-high % 2.1, MT stabilize HCS cytotoxicity % 6.8 and Autophagy mod cell loss 18 h 44.
Screening COc1ccc(OC)c(NC(=O)C2CCCN(S(=O)(=O)c3c(C)noc3C)C2)c1 (stereo unspecified) returned M17LAP inhibition 4%, WT yeast gro inh 9, Autophagy mod inactive, MT stabilize HCS 2.9, Yfh1-depleted yeast inactive, T cell HTS inactive, bCat nuc transl -0.4, Dynein cargo inh 0.17, P. falciparum M1AAP 7%, WT yeast gro inh mutant strain -1, Dynein cargo inh cytoplasmic EGFP -0.23, Dynein cargo inh nuclear GR-EGFP 0.24, Dynein cargo inh cell count 0.4, bCat nuc transl cell count 5 µM 1414, T cell HTS vesicle-bound % 57, MT stabilize HCS Hoechst-high % 1.7, MT stabilize HCS cytotoxicity % 8.4 and Autophagy mod cell loss 18 h 2.
For CCOC(=O)N1CCN(C(=O)C(=O)N/N=C/c2ccc(OC)cc2OC)CC1 the results were M17LAP inhibition 4%, Yfh1-depleted yeast inactive, T cell HTS inactive, bCat nuc transl 2.3, Dynein cargo inh -0.72, P. falciparum M1AAP 3%, Dynein cargo inh cytoplasmic EGFP -0.25, Dynein cargo inh nuclear GR-EGFP -0.75, Dynein cargo inh cell count 1.6, bCat nuc transl cell count 5 µM 1291 and T cell HTS vesicle-bound % 40.
`Cc1ccc(S(=O)(=O)/N=c2\ccc(Cl)cn2C(F)F)cc1` gave M17LAP inhibition 4%, WT yeast gro inh -8, Autophagy mod inactive, MT stabilize HCS 2.1, Yfh1-depleted yeast inactive, T cell HTS inactive, bCat nuc transl -2.1, Dynein cargo inh -3.8*, P. falciparum M1AAP 3%, WT yeast gro inh mutant strain -2, Dynein cargo inh cytoplasmic EGFP 0.63*, Dynein cargo inh nuclear GR-EGFP -1.8*, Dynein cargo inh cell count 0.4*, bCat nuc transl cell count 5 µM 1089, T cell HTS vesicle-bound % 29, MT stabilize HCS Hoechst-high % 2.3, MT stabilize HCS cytotoxicity % 5.6 and Autophagy mod cell loss 18 h 9.
O=C1c2ccc([N+](=O)[O-])cc2C(=O)N1CNc1ccccn1 was read as M17LAP inhibition 3%, WT yeast gro inh 6, Autophagy mod inactive, MT stabilize HCS 3.0, Yfh1-depleted yeast inactive, T cell HTS inactive, bCat nuc transl 1.7, Dynein cargo inh -0.51, P. falciparum M1AAP 4%, WT yeast gro inh mutant strain 11, Dynein cargo inh cytoplasmic EGFP -0.27, Dynein cargo inh nuclear GR-EGFP -0.15, Dynein cargo inh cell count 0.63, bCat nuc transl cell count 5 µM 426, T cell HTS vesicle-bound % 51, MT stabilize HCS Hoechst-high % 2.2, MT stabilize HCS cytotoxicity % 10 and Autophagy mod cell loss 18 h 12.
Screening FC(F)(F)c1ccnc(Sc2n[nH]c(C(F)(F)F)n2)c1 returned M17LAP inhibition 12%, Yfh1-depleted yeast inactive, T cell HTS inactive, bCat nuc transl 0.0, Dynein cargo inh 1.6, P. falciparum M1AAP 1%, Dynein cargo inh cytoplasmic EGFP -0.05, Dynein cargo inh nuclear GR-EGFP 0.61, Dynein cargo inh cell count -2.3, bCat nuc transl cell count 5 µM 1077 and T cell HTS vesicle-bound % 35.
Cc1ccc(C(=O)Nc2cccc(C(F)(F)F)c2)cc1Nc1ncnc2nc[nH]c12 was read as M17LAP inhibition -4%, Yfh1-depleted yeast inactive, T cell HTS inactive, bCat nuc transl 0.4, Dynein cargo inh -0.61, P. falciparum M1AAP -2%, Dynein cargo inh cytoplasmic EGFP -0.66, Dynein cargo inh nuclear GR-EGFP -0.25, Dynein cargo inh cell count 0.29, bCat nuc transl cell count 5 µM 1341 and T cell HTS vesicle-bound % 9.
For Cc1ccccc1Oc1ncnc2oc(-c3ccccc3)cc12 the results were M17LAP inhibition 18%, WT yeast gro inh -5, Autophagy mod inactive, MT stabilize HCS 2.1, Yfh1-depleted yeast inactive, T cell HTS inactive, bCat nuc transl 1.9, Dynein cargo inh -0.86, P. falciparum M1AAP 4%, WT yeast gro inh mutant strain 20, Dynein cargo inh cytoplasmic EGFP -0.2, Dynein cargo inh nuclear GR-EGFP 0.2, Dynein cargo inh cell count 0.79, bCat nuc transl cell count 5 µM 1393, T cell HTS vesicle-bound % 51, MT stabilize HCS Hoechst-high % 2.9, MT stabilize HCS cytotoxicity % 4.2 and Autophagy mod cell loss 18 h 33.
COc1ccc2[nH]c(C)c(CCN3C(=O)OC(C)(C)C3(C)O)c2c1 (stereo unspecified) was read as M17LAP inhibition 1%, WT yeast gro inh 11, MT stabilize HCS 10, Yfh1-depleted yeast inactive, T cell HTS inactive, bCat nuc transl -4.1, Dynein cargo inh -0.45, P. falciparum M1AAP 4%, WT yeast gro inh mutant strain 6, Dynein cargo inh cytoplasmic EGFP -0.12, Dynein cargo inh nuclear GR-EGFP 0.0047, Dynein cargo inh cell count -0.71, bCat nuc transl cell count 5 µM 1205, T cell HTS vesicle-bound % 40, MT stabilize HCS Hoechst-high % 1.4 and MT stabilize HCS cytotoxicity % 9.6.
For Cc1cc(N2C(=O)C3C4C=CC(C4)C3C2=O)no1 (stereo unspecified) the results were M17LAP inhibition 7%, WT yeast gro inh -3, Autophagy mod inactive, MT stabilize HCS 3.2, Yfh1-depleted yeast inactive, T cell HTS inactive, Dynein cargo inh -0.26, P. falciparum M1AAP -7%, WT yeast gro inh mutant strain 6, Dynein cargo inh cytoplasmic EGFP -0.25, Dynein cargo inh nuclear GR-EGFP -0.021, Dynein cargo inh cell count -0.3, T cell HTS vesicle-bound % 50, MT stabilize HCS Hoechst-high % 2.6, MT stabilize HCS cytotoxicity % 19 and Autophagy mod cell loss 18 h 4.
`COc1cccc(NC(=O)Nc2ccc3c(c2)N(C)C(=O)CS3)c1` gave M17LAP inhibition 10%, WT yeast gro inh 0, Autophagy mod inactive, MT stabilize HCS 1.1, Yfh1-depleted yeast inactive, T cell HTS inactive, bCat nuc transl 0.5, Dynein cargo inh 0.16, P. falciparum M1AAP -9%, WT yeast gro inh mutant strain -5, Dynein cargo inh cytoplasmic EGFP 0.076, Dynein cargo inh nuclear GR-EGFP 0.18, Dynein cargo inh cell count 0.075, bCat nuc transl cell count 5 µM 1165, T cell HTS vesicle-bound % 17, MT stabilize HCS Hoechst-high % 1.3, MT stabilize HCS cytotoxicity % 10 and Autophagy mod cell loss 18 h -6.
